TDP2 inh = TDP2 (human) inhibition, absorbance primary screen; inhibition, % at 12.8 µM; O95551; recombinant TDP2, T5PNP hydrolysis, p-nitrophenol absorbance 415 nm; 370,000 compounds, 0.34% hits;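 active = inhibition above the mean of all tested compounds plus 3 SD, set per campaign, cut at about 25% in these data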;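 note: 0% = DMSO with enzyme and 100% = buffer with substrate but no TDP2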
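Evaluation: % inhibition relative to enzyme-containing and enzyme-free wells. Material: recombinant human TDP2. Benchmarks: enzyme-free and DMSO wells. Timing: enzyme reaction with compound for 2 h at 37 °C. Compound dosing: 12.8 µM only. Measured by: p-Nitrophenol epi absorbance. Reagent: T5PNP substrate at 5 mM, a TopII-DNA adduct mimic. Replication: single well per compound.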
SIAE primary = human SIAE inhibition, primary screen; 370,000 compounds, 0.69% hits; Q9HAT2; SIAE FP-Rh probe binding, fluorescence polarization; AID 1053197; inhibition, % at 9.66 µM;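 active = inhibition above a cutoff: mean of compounds within the control limits plus 3 SD of those, cut at about 17% in these data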;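 note: 0% = plate median of compound wells and 100% = probe without SIAE protein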
rCAG RNA binder = binds r(CAG) RNA repeats; r(CAG) RNA repeat, TO-PRO-1 dye displacement fluorescence; inhibition, % at 3 µM; 370,000 compounds, 1.3% hits; AID 651821;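 active = inhibition above the plate cutoff, the mean of all test compounds on that plate plus 3 SD, cut at about 35% in these data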;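 note: 0% = DMSO alone and 100% = 100 µM mitoxantrone as full dye displacement; higher means more dye released from RNA so lower well fluorescence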
MBD2 DNA inh = blocks human MBD2 binding to methylated DNA | Q9UBB5 | inhibition, % at 4.4 µM | TR-FRET, MBD2 binding to methylated oligonucleotide | 370,000 compounds, 0.31% hits; in the data active = inhibition above about 13%
PRMT1 FP inh = inhibitors of human PRMT1; recombinant PRMT1, activity-based probe fluorescence polarization; 370,000 compounds, 1.3% hits; inhibition, % at 2.79 µM; AID 652257; Q99873;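 active = inhibition above about 21% made by adding two undisclosed values, limit read from the data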
HTRA1 inhibitor = blocks human HTRA1 serine peptidase; Q92743; recombinant HTRA1, FP-rhodamine activity-based probe, fluorescence polarization; inhibition, % at 5.96 µM; 340,000 compounds, 0.5% hits; in the data active = inhibition above about 36%;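 note: 0% = enzyme with DMSO and 100% = wells lacking enzyme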
NPR2 activator = GC-B (human) receptor activation; AID 1920062; HEK293-GC-B cells, CNP EC30, cGMP TR-FRET; 0% at EC30 CNP, 100% saturating CNP; activation, % at 10 µM; P20594; 370,000 compounds, 0.11% hits;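 active = activation at 10 µM reaching about 35% in either raw or pattern-adjusted values, limit read from the data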
Target sequence (P20594 whole entry, looked up): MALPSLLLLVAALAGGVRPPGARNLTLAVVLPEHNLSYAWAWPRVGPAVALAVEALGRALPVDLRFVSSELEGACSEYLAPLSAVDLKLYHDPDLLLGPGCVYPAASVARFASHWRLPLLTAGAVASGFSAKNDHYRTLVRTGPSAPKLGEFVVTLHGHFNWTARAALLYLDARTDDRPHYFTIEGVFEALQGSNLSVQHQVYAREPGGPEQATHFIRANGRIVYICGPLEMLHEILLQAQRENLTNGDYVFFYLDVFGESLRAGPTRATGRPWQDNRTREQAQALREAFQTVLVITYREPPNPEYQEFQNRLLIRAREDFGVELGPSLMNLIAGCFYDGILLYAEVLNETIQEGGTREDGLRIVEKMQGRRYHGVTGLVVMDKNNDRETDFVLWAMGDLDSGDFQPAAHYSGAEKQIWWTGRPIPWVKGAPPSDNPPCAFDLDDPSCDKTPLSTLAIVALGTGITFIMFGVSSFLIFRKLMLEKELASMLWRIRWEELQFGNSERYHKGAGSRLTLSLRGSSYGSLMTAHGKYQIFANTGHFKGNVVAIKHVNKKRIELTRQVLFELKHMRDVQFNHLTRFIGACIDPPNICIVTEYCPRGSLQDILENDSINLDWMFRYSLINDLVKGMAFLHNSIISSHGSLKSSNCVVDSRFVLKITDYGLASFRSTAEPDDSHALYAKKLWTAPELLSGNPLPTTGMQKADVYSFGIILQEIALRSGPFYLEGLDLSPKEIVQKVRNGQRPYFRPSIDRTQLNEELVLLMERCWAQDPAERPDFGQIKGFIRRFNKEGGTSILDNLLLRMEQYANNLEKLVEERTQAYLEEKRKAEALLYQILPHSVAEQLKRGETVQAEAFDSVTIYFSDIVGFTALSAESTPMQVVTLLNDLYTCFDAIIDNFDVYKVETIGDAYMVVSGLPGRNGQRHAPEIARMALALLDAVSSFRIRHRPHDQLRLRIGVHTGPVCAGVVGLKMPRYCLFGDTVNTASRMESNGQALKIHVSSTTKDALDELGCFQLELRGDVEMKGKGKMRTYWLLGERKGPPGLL
ABHD4 inh = inhibitors of mouse ABHD4; 370,000 compounds, 0.54% hits; inhibition, % at 8.92 µM; Q8VD66; purified mABHD4, FP-Rh probe fluorescence polarization; AID 720543;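 active = inhibition exceeding the mean over every tested compound plus 3 SD, cut at about 30% in these data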;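 note: 0% = plate median of compound wells and 100% = S159A mutant with DMSO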
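assay system = mABHD4 protein | compound dosing = single nominal dose of 8.92 µM, 0.89% DMSO final | read-out basis = percent inhibition of probe binding, normalized to plate controls | schedule = Enzyme–compound pre-incubation 45 min, then probe 60 min, both 25 °C | detection = fluorescence polarization, excitation 525 nm, emission 598 nm, BODIPY TMR filters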
LEDGF integ inh = blocks HIV-1 LEDGF/p75-dependent DNA integration; TR-FRET IN-LEDGF/p75 DNA integration, Eu/Cy5; inhibition, % at 3.7 µM; 370,000 compounds, 0.64% hits;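 active = inhibition above the screen-wide mean plus 3 SD, cut at about 13% in these data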;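 note: signal is the Cy5 over europium emission ratio at 671 and 618 nm; 0% = plate median of compound wells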
TCR CD3 inh = blocks the human TCR-CD3 interaction. 360,000 compounds, 0.37% hits. inhibition, % at 9.4 µM. TAMRA-labeled TCR probe fluorescence, biochemical; in the data active = inhibition above about 19%;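 note: recombinant mutant TCR 2C K166C tagged with TAMRA read by polarization; 0% = receptor in buffer alone and 100% = receptor with positive control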
The depositor's hits bear a star; . = no result given. Not all compounds are listed, so the mix of outcomes need not match the whole.

Molecule,ABHD4 inh,LEDGF integ inh,PRMT1 FP inh,HTRA1 inhibitor,TDP2 inh,NPR2 activator,TCR CD3 inh,SIAE primary,rCAG RNA binder,MBD2 DNA inh
Cc1cc(C)c(C)c(S(=O)(=O)N2CCC(C(=O)N3CCCCCCC3)CC2)c1C,-1,2,-5,2,-7,2,5,2,-2,0
O=C(CS(=O)(=O)c1c[nH]c2ccccc12)N1CCCc2ccccc21,3,1,-1,-1,6,-3,4,-3,1,2
CCCNC(=O)c1oc2ccc3c(c2c1C)C(=O)CC(C)(C)O3,-3,-2,0,-9,9,6,-3,-2,-7,-3
CC/C(=N\NC(=O)c1nnn(-c2nonc2N)c1-c1cccs1)c1ccccc1,2,-2,0,-7,3,-2,1,3,1,5
Cc1cc(NC(=O)c2cc3ccccc3o2)cc(C)c1OCC(=O)N1CCOCC1,5,-5,1,-10,6,9,3,6,-6,-1
COc1ccc(OC)c(Cc2cnc3nc(N)nc(N)c3c2C)c1,2,1,-1,-2,-2,-1,5,-4,8,4
COc1ccc(C(C)C)cc1-c1cc(C(=O)NCc2cccc(C(F)(F)F)c2)[nH]n1,-7,1,-3,.,-9,1,2,-5,1,2
N#Cc1ccc(NC(=O)CNc2cc(S(=O)(=O)N3CCOCC3)ccc2NCC2CCCO2)cc1 (stereo unspecified),-1,1,-4,-1,13,-4,5,8,2,-3
CC(C)NCCCCOc1cccc(Br)c1,13,-1,1,9,12,0,7,1,2,-2
O=C(O)c1cccnc1SCc1cn2cc(Br)ccc2n1,6,-1,2,-2,8,8,-1,-2,0,-1
Cn1c(=O)[nH]c(NCCc2ccc(O)cc2)c([N+](=O)[O-])c1=O,-1,1,4,9,-9,-1,4,3,1,-2
CC(C)C(NC(=O)C1CCCCC1)C(=O)N1CCN(c2ccc(F)cc2)CC1 (stereo unspecified),3,0,1,1,12,1,7,-4,-7,4
COc1ccc(C(C)=O)cc1COC(=O)c1cc(C)nc2ccccc12,2,1,-1,-13,-2,11,-4,-3,-5,3
O=C(O)c1cccc(-n2cccc2/C=N/O)c1,4,9,0,4,-4,-5,0,2,0,4
CC(C)(C)n1cn[nH]c1=S,4,2,-4,2,4,5,4,6,-1,1
N#Cc1ccccc1S(=O)(=O)N1CCN(C(=O)C2CCC2)CC1,1,0,1,4,8,-2,-10,7,0,-1
CCC(C)(C#CCN1CCCCC1)OC(C)=O (stereo unspecified),0,0,0,0,6,-6,-2,-2,-1,3
COc1cc(C(=O)NC(C)c2ccc(S(N)(=O)=O)cc2)ccc1OCC(=O)N1CCOCC1 (stereo unspecified),4,-2,-5,6,-6,-10,5,-2,2,-3
COc1cc(C2C3=C(CC(C)(C)CC3=O)NC3=C2C(=O)c2ccccc23)ccc1O (stereo unspecified),19,-9,3,18,-8,6,7,16,2,-17
O=C(OCc1cn([C@H]2C[C@H](c3ccccc3)N(CC3CCCCC3)C[C@@H]2O)nn1)c1ccccc1,-14,4,1,-59,2,-3,5,-19,8,-1
O=C(Nc1ccc(CSc2ccccc2)cc1)c1ccco1,-6,0,4,-11,-2,-4,4,1,1,4
O=C(c1ccc(S(=O)(=O)c2ccccc2)cc1)N1CCCCCC1,1,-1,3,0,-7,-1,-7,-3,2,-2
CCN(c1ccccc1)S(=O)(=O)c1ccc2c(c1)CCCN2C(C)=O,5,1,2,4,-5,0,4,1,-6,4
Cc1ccc(N=C2NC(=O)/C(=C/c3cccn3C)S2)c(C)c1,-2,2,2,-3,6,-8,-2,3,6,0
Cc1nc2ccccc2n2c(-c3ccccc3)c3c(=O)n(C)c(=O)n(C)c3c12,-9,0,-2,2,-26,-23,-1,-4,2,-7
Cn1cc(C(=O)N2CCN(c3cccc(Cl)c3)CC2)c(=O)c2cc(S(=O)(=O)N3CCOCC3)ccc21,4,0,-3,0,-9,1,8,-8,1,-5
CC(=O)Nc1ccc(CN2C(=O)C(Cc3ccccc3)ON=C2c2ncccc2C)cc1 (stereo unspecified),11,3,0,.,-3,5,4,-15,2,-5
Cc1nc2ccc(C(=O)Nc3ccccc3Cl)cc2s1,2,-5,8,-14,-14,5,-7,-3,-3,20*
CCCOc1ccc(C(=O)NNC(=S)NC(C)=O)cc1,8,-1,-1,5,17,4,12,11,1,0
CCOC(=O)C1(C)CCN1C(=O)/C=C/c1ccccc1 (stereo unspecified),1,1,-3,.,-1,4,-1,3,1,1
O=C(Nc1nnc(-c2ccc(Cl)s2)o1)C1CCCCC1,-1,-4,1,-8,-2,-4,1,2,1,-1
O=C(O)CCC(=O)Nc1cccc(-c2nnc(-c3ccccc3)o2)c1,2,6,-4,3,17,4,3,-3,5,0
O=C(COC(=O)CNS(=O)(=O)c1ccc(Br)cc1Cl)NC1CC1,5,-6,2,3,0,-3,-8,0,-12,0
CCc1ccc(C(c2ccc(CC)cc2)C(Cl)Cl)cc1,2,0,-1,-10,2,-11,-1,-9,0,2
COC(=O)c1ccnc(SCC(=O)c2ccccc2)c1,-8,-2,-1,-3,-14,0,12,-1,2,-4
COC(=O)C1=C(C)N(Cc2ccc(C(F)(F)F)cc2)C(=NCc2cc(OC)c(OC)c(OC)c2)NC1c1cccc(Cl)c1 (stereo unspecified),14,-3,4,.,-3,-4,2,-5,4,4
CS(=O)(=O)N(CC(=O)NCc1ccccn1)Cc1ccc(Cl)cc1,1,-1,1,12,9,2,-5,5,-4,-5
COc1ccc(CNC(=O)OC23CN(C(=O)OC(C)C)N(C(=O)OC(C)C)CC2(O)CN(S(=O)(=O)c2ccc(C)cc2)C3)cc1OC (stereo unspecified),-6,0,-3,-9,-9,2,2,-1,3,-3
N#CC1=C(N)C(C#N)(C#N)[C@H](c2ccncc2)[C@H]2CC3(CC=C12)OCCO3,3,0,20,1,17,-2,2,-1,-7,-3
CN1CC[C@@H]2C(=O)N3CCc4ccc(Br)cc4[C@@H]3C[C@@H]21,8,0,2,-6,-2,-4,-6,7,7,-5
COc1ccc(/C=C2\CCC(C3CCCC3)C2=O)cc1Cn1cccn1 (stereo unspecified),5,-3,-1,-43,-2,0,-6,4,-3,1
S=C(NCCc1ccccc1)N1CCCC1,-4,4,0,7,0,2,1,-4,-1,2
NCCCC[C@H]1CNC(=O)C(=O)N1CCc1cccc2ccccc12,3,-1,0,3,14,1,3,2,6,-1
O=C(c1ccccc1F)N1CCN(Cc2ccc3c(c2)OCO3)CC1,10,8,-1,6,-6,2,-4,0,-6,1
CCOC(=O)c1c(NC(=O)Nc2ccccc2)sc(C)c1C,-3,1,0,-30,-5,-1,3,8,12,-3
Cc1nn(CSc2c(F)c(F)c(F)c(F)c2F)c(C)c1[N+](=O)[O-],2,-3,-1,4,8,-3,-3,-1,-4,4
CC(=O)NC(=C(Cl)Cl)S(=O)(=O)c1ccccc1,4,-2,-4,1,-6,0,1,-5,1,1
CN1C(=O)C(=O)/C(=C(/O)c2ccccc2)C1c1ccc(Br)cc1 (stereo unspecified),2,-1,1,4,-7,8,0,4,0,1
FC(F)(F)c1ccc(CN2C[C@@H]3C(c4ccc(C(F)(F)F)cc4)C4(c5cccnc5)CC3(C4)[C@H]2c2ccccc2)cc1 (stereo partly specified),4,1,0,-25,-2,-3,1,-2,-1,-4
O=C(O)CN1C(=O)NC2(CCCc3ccccc32)C1=O (stereo unspecified),-2,-1,2,2,-6,6,1,7,1,7
C/C(=N\NC(=O)CSc1nc2ccccc2o1)c1cccc(O)c1,8,-1,14,51*,-5,-6,8,4,-2,1
CCOC(=O)Cc1csc(NC(=O)c2cc3c(s2)CCCC3)n1,-8,1,9,-21,-17,-2,-2,-9,17,2
O=C(OC(C(=O)Nc1cccc(C(F)(F)F)c1)c1ccccc1)C1CCCCC1 (stereo unspecified),-34,0,-1,-9,-11,-2,-3,-46,4,1
O=C1CC2(CCN(C(=O)c3ccc(F)cc3)CC2)Oc2ccccc21,1,40*,-1,-6,-6,-4,4,1,-8,-3
COc1ccc(Cl)cc1C(=O)OCC(=O)NC1CCCC(C)C1C (stereo unspecified),4,-2,1,-11,13,-8,-3,0,-9,3
CCOC(=O)C1(Cc2ccccc2)CCN(Cc2cnn(C(C)C)c2)CC1,1,-1,1,2,-2,0,-2,2,0,-2
O=C(c1ccccc1Cl)N1N=C(c2cccs2)CC1c1cccc(O)c1 (stereo unspecified),-26,-1,1,-19,-26,-5,-9,5,4,3
COc1ccc(C(=O)/C=C/C(=O)N(CC(=O)NC2CCCCC2)Cc2cccs2)c(O)c1,0,1,38*,-63,-15,-14,2,-3,4,-1
COc1ccc(CNC(=O)c2n[nH]c3ccccc23)cc1OC,-2,5,-2,4,-5,1,2,1,-1,-1
COc1cccc(CN(C)C(=O)c2ccc(COc3ccc(Cl)cc3)cc2)c1OC,3,0,-1,-33,-7,-3,1,0,-2,0

(listing goes on)
Molecule,ABHD4 inh,LEDGF integ inh,PRMT1 FP inh,HTRA1 inhibitor,TDP2 inh,NPR2 activator,TCR CD3 inh,SIAE primary,rCAG RNA binder,MBD2 DNA inh
O=C(NCCCN1CCOCC1)c1cc(-c2ccccc2)nc2ccccc12,1,2,2,2,7,-3,4,5,-4,-4
COc1ccc(C(CNC(=O)c2ccc(Br)o2)N2CCN(C)CC2)cc1 (stereo unspecified),0,1,0,4,3,-12,5,2,-3,1
CC(C)CCNC(=O)CN(C(=O)CCC(=O)Nc1nccs1)C1CCCCC1,11,-1,-2,-9,-10,-1,7,6,-3,-3
NC(=O)c1cc(S(=O)(=O)NCCCc2ccccc2)cs1,-1,-3,1,-2,1,2,3,2,-1,-5
CCOc1ccccc1OCC(=O)NNC(=S)NC1CCCCC1,0,-3,1,6,-2,6,-8,-5,1,6
O=C(COC(=O)CC1CCCC1)Nc1ccccc1[N+](=O)[O-],-12,-5,9,9,-13,-2,-8,2,3,7
Cc1ccc2ncccc2c1NS(=O)(=O)c1ccccc1,0,-1,2,8,15,9,-1,1,-1,-2
CCOC(=O)C1(CCC(C)C)CC(CSc2nc3ccccc3[nH]2)OC1=O (stereo unspecified),-5,2,2,-8,8,-1,5,-4,-2,1
COc1ccccc1-c1ncn(Cc2cccc(-c3ccccc3)c2)c1-c1ccco1,-3,-4,10,.,7,0,6,-6,7,0

Quoted at random: 2 compounds from above.
Molecule,ABHD4 inh,LEDGF integ inh,PRMT1 FP inh,HTRA1 inhibitor,TDP2 inh,NPR2 activator,TCR CD3 inh,SIAE primary,rCAG RNA binder,MBD2 DNA inh
O=C(Nc1nnc(-c2ccc(Cl)s2)o1)C1CCCCC1,-1,-4,1,-8,-2,-4,1,2,1,-1
CN1C(=O)C(=O)/C(=C(/O)c2ccccc2)C1c1ccc(Br)cc1 (stereo unspecified),2,-1,1,4,-7,8,0,4,0,1
